S1P4 ag – S1P4 receptor agonists, primary screen, cell-based; AID 1509, 2009; 220,000 compounds, 0.35% hits; activation, % at 4.98 µM; S1P4-expressing cell line, agonist reporter assay; in the data active = activation above about 11%;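 note: 0% = DMSO vehicle and 100% = reference agonist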
Target sequence (O95977 whole entry, looked up): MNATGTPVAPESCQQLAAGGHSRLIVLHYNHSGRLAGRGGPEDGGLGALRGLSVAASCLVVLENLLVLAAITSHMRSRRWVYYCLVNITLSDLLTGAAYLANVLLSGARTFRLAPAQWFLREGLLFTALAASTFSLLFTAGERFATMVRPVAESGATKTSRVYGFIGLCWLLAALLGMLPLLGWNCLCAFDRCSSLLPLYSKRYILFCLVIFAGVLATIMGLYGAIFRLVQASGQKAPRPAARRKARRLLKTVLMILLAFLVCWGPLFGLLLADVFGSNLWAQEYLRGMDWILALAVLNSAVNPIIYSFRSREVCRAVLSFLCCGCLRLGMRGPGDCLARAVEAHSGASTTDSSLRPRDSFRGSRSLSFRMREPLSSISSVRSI
NPY2 pot ag – NPY-Y2 potentiators or agonists, primary screen, cell-based; Neuropeptide Y receptor type 2 (Homo sapiens), P49146; cells expressing NPY-Y2, potentiator/agonist read-out; activation, % at 3.6 µM; 220,000 compounds, 0.45% hits; AID 1359, 2008; in the data active = activation above about 27%;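 note: cells stimulated with NPY near EC25 plus isoproterenol at EC100; 0% = vehicle plus submaximal agonist and 100% = vehicle plus saturating agonist; some results beyond the cut were filed as inactive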
zfTRPN1 agonist – zebrafish TRPN1 channel agonists, primary screen, cell-based, HEK293, calcium fluorescence. transient receptor potential cation channel N1 (TRPN1/NompC), Danio rerio. HEK293 zebrafish TRPN1-YFP, Fluo-8 calcium fluorescence; 100% = response to 87 µM carbachol. activation, % at 3 µM. 220,000 compounds, 0.18% hits;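 active = activation above its plate's cutoff, the mean activation of test wells on that plate plus 3 SD, cut at about 19% in these data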;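 note: 0% = DMSO alone and 100% = 87 µM carbachol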
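System: zebrafish TRPN1-YFP in HEK293 cells / Dosing: 3 µM single point / Timing: dye loading 1 h at 37 °C, then 30 min room temperature / Signal: Fluo-8 calcium fluorescence, excitation 470-495 nm, emission 515-575 nm / Read-out basis: percent activation from peak over basal fluorescence ratio, control-normalized / Control set: high carbachol 87 µM, low DMSO alone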
TRPML3 agonist – human TRPML3 channel agonists, primary screen, cell-based, HEK293 TRPML3-YFP, Fluo-8 calcium fluorescence, 3 µM | 220,000 compounds, 0.29% hits | activation, % at 3 µM | 100% = the carbachol control signal | Mucolipin-3 (Homo sapiens), Q8TDD5;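 active = activation above its plate's cutoff, the mean activation of the plate's test wells plus 3 SD, cut at about 12% in these data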;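 note: 0% = DMSO only wells and 100% = carbachol wells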
Target sequence (Q8TDD5 whole entry, looked up): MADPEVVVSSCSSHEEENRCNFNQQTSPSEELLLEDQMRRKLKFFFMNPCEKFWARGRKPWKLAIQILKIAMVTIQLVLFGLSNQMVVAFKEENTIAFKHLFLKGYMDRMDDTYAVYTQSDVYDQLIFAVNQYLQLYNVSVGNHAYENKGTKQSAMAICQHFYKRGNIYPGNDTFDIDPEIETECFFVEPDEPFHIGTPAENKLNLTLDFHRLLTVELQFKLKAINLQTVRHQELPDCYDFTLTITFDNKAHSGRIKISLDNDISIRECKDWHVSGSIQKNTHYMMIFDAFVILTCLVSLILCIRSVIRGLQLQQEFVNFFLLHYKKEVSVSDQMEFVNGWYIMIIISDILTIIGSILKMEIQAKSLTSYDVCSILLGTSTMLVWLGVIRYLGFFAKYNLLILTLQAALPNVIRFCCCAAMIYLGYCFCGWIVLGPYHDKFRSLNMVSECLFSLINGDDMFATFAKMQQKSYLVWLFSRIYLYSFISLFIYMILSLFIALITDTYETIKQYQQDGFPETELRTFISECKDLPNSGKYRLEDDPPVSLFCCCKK
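Test system – HEK293 line with stable expression of human TRPML3-YFP channel · Control set – carbachol 87 µM final as high control (100%), DMSO as low control (0%) · Signal – Fluo-8 calcium dye fluorescence, ex 470-495, em 515-575 nm · Incubation – 1-h 37 °C dye load, 5-s basal, 120-s post-compound reads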
NPY1 pot ag – NPY-Y1 receptor potentiators or agonists, primary screen, cell-based; NPY-Y1 expressing cells, potentiator/agonist activation; activation, % at 3.6 µM; Neuropeptide Y receptor type 1 (Homo sapiens), P25929; AID 1304, 2008; 220,000 compounds, 0.37% hits; in the data active = activation above about 33%, passing the limit was not always enough;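 note: cells stimulated with NPY at EC10 then isoproterenol at EC100; 0% = low agonist plus stimulus and 100% = saturating agonist plus stimulus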
EP2 mod – EP2 receptor modulators, cAMP readout, primary screen, cell-based, HTRF cAMP, PGE2 stimulation. Prostaglandin E2 receptor EP2 subtype (Homo sapiens), P43116. EP2-expressing cells, cAMP HTRF FRET, PGE2 co-stimulation. induction, % at 25 µM. 260,000 compounds, 0.83% hits. AID 940, 2007;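 active = compounds whose cAMP rise, as percent of the full-agonist control response, exceeds 60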;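 note: rat C6 glioma line stably carrying human EP2 under a CMV promoter; the protocol text gives 20 µM as final concentration; 100% = response of wells given 1 µM PGE2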
CHOP inhibitor – inhibitors of CHOP promoter induction, primary screen, cell-based, unfolded protein response, luciferase reporter; CHO-K1 CHOP-promoter luciferase, tunicamycin-induced, 15-18 h; inhibition, % at 10 µM; 220,000 compounds, 3.8% hits; AID 2732, 2010;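 active = compounds that reduced the stress-induced luciferase reporter signal by more than about 70% of percent inhibition, limit read from the data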;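 note: 0% = tunicamycin plus vehicle and 100% = wells without tunicamycin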
NPY Y1 blocker – NPY-Y1 receptor antagonists, primary screen, cell-based; Neuropeptide Y receptor type 1 (Homo sapiens), P25929; HEK293-CNG Y1 cells, membrane potential fluorescence; NPY at EC95, then isoproterenol; inhibition, % at 3.6 µM; 200,000 compounds, 1% hits;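 active = inhibition above the campaign mean inhibition of all tested compounds plus 3 SD, cut at about 20% in these data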;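 note: 0% = DMSO wells given NPY plus isoproterenol and 100% = isoproterenol alone without NPY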
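material = HEK293 cells with Y1 receptor plus CNG channel | also added = NPY 25 nM then isoproterenol 1 µM plus Ro 20-1724 25 µM | schedule = dye 3 h, compound 60 min room temperature, stimulation 45 min | measured by = membrane potential fluorescence | benchmarks = high control isoproterenol alone, low control NPY with isoproterenol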
S1P4 antagonist – S1P4 receptor antagonists, primary screen, cell-based | Sphingosine 1-phosphate receptor 4 (Homo sapiens), O95977 | S1P4-expressing cells, antagonist mode, reporter read-out | inhibition, % at 4.98 µM | 220,000 compounds, 0.26% hits | AID 1510, 2009; in the data active = inhibition above about 29%;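 note: 0% = wells stimulated with agonist and 100% = vehicle wells without agonist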
Starred values were filed as active, the others as inactive; / = not tested or not shown; & = joins results of further samples.

canonical_smiles,NPY Y1 blocker,EP2 mod,NPY2 pot ag,TRPML3 agonist,S1P4 ag,NPY1 pot ag,S1P4 antagonist,CHOP inhibitor,zfTRPN1 agonist
CC(=O)C1=C(C)Nc2ncnn2C1c1ccc(Cl)cc1 (stereo not drawn),2.8,-12.6,8.3,0.4,4.5,-19.7,-4.8,11.4,2.8
Cc1nn(Cc2c(F)c(F)c(F)c(F)c2F)c(C)c1NC(=O)c1c([N+](=O)[O-])cnn1C,-1.9,11.4,3.0,0.6,-5.0,-7.3,-1.7,21.6,0.8
O=C1C2C3C=CC(C3)C2C(=O)N1CNc1ccccc1 (stereo not drawn),-3.8,-8.9,-8.8,1.2,2.6,6.2,-12.8,0.8,1.8
O=C(NNS(=O)(=O)c1ccccc1[N+](=O)[O-])c1cccc(Cl)c1,0.7,32.3,12.9,0.3,1.6,7.2,-6.9,-17.0,0.0
COC(=O)c1cc(NC(=O)CC2SC(=Nc3ccccc3)N(CCc3c[nH]c4ccccc34)C2=O)cc(C(=O)OC)c1 (stereo not drawn),-7.6,-9.8,34.8*,1.3,0.1,46.8*,-1.6,51.5,1.3
O=C(O)Cn1c(-c2cscn2)nc2ccccc21,-7.7,-5.8,18.7,0.6,-1.5,3.6,3.8,16.8,0.4
Cc1cc2cccc(C)c2nc1SCC(=O)N(C)c1nc(-c2ccccc2)cs1,-0.8,5.7,-24.4,0.0,-0.1,-11.3,-0.3,17.2,1.1
O=C(NC(c1ccccc1)C(Cl)(Cl)Cl)c1ccccc1 (stereo not drawn),12.2,-38.4,-0.9,1.4,0.6,-2.9,-26.5,15.9,-1.4
Cc1nn(-c2ccccc2)c(C)c1-c1cc(C(=O)N/N=C/c2ccc(O)cc2)[nH]n1,/,-54.6,-5.7,-1.0,-0.1,-1.0,12.8,-9.9,-1.0
N#CC1=C(S)N(c2ccc(F)cc2)C2(CCCCC2)NC1=O,7.7,7.7,-0.5,0.3,1.1,-0.8,-4.8,8.0,0.8
O=C(COC(=O)c1cnccn1)NCc1ccc2c(c1)OCO2,3.5,7.8,0.1,1.1,2.7,9.4,-19.5,6.8,0.6
Cc1[nH]c(=S)c(C#N)c(C)c1C(=O)Nc1ccccc1,-0.5,6.2,-7.1,0.8,-0.1,-12.5,4.7,6.4,-0.4
O=C(CN1CCN(Cc2ccccc2)CC1)Nc1cccc(C(F)(F)F)c1,2.5,-8.0,-22.4,0.2,-1.4,-18.1,-1.8,31.0,1.8
CCOC(=O)c1ccc(NS(=O)(=O)c2cccc3nsnc23)cc1,5.7,-1.7,11.3,-0.5,0.3,-13.3,-5.3,53.3,-0.4
Cc1oc(S(=O)(=O)N(C)C)cc1C(=O)Nc1ccc(Cl)cc1,/,-52.0,12.2,1.1,1.3,17.6,-13.1,16.6,2.5
CCc1ccc2nc(NC(=O)c3ccc(N4C(=O)CCC4=O)cc3)sc2c1,/,-0.2,7.3,0.6,-0.8,29.1,10.3,80.5*,3.2
CCOC(=O)C1(Cc2ccccc2C)CCCN(Cc2cn(C)nc2C)C1 (stereo not drawn),4.5,0.5,-21.6,1.0,0.3,-21.5,-10.2,-1.9,3.4
O=C(C(c1ccccc1)c1ccccc1)N1CCN(CCN2C(=O)c3cccc4cccc(c34)C2=O)CC1,7.6,19.3,-5.9,0.0,0.0,1.7,-21.0,45.3,-0.1
O=C(CSc1ccc(-c2ccc(F)cc2)nn1)N1CCOCC1,-1.8,5.4&7.0,-11.8,0.7,1.1,-1.8,-20.7,1.4,-0.3
C=CCn1c(Cc2ccc(OC)cc2)nnc1SCC(=O)c1cccc([N+](=O)[O-])c1,2.5,-8.4,0.7,0.0,1.6,9.3,-2.6,-2.3,-1.3
CN(C)c1nc(Oc2ccc(=O)[nH]n2)nc(N2CCCCC2)n1,-7.7,19.6,21.1,-0.5,-0.5,24.3,-15.3,-11.6,1.6
O=C1C(=Cc2cccn2-c2ccc(O)cc2)C(=O)c2ccccc21,-5.2,3.2,7.0,0.1,1.3,2.6,-6.9,17.1,-0.4
CC(C)NS(=O)(=O)c1ccc(OCC(=O)NCc2ccc3c(c2)OCO3)c(Cl)c1,6.7,18.8,5.1,0.2,0.5,11.6,-3.5,24.4,0.1
CC(=O)Oc1ccc(-c2cccc(C(=O)OCC(=O)N(C)c3ccccc3)c2)cc1,-3.2,-16.7,4.3,-0.1,1.8,14.5,11.7,8.6,0.2
c1ccc(Cc2nnc3sc(Nc4ccccc4)nn23)cc1,3.9,4.2,-14.1,0.8,-0.8,4.2,-15.8,45.3,0.4
CC(=O)/C=C/c1ccccc1O,-1.4,3.2,-5.0,0.5,-0.6,-20.2,11.7,10.5,0.6
CCCCOCCCNC1=NCCCCC1,-4.0,4.3,-8.9,0.9,-1.4,-16.1,1.4,-26.2,1.4
CCO[C@H]1OC(C(=O)N2CCOCC2)=C[C@@H](c2ccccc2)[C@@H]1CCCO,2.1,8.0,-3.8,0.1,-1.5,-13.4,3.4,-1.9,0.4
COc1cc(NC(=O)CCCOc2ccc(Cl)cc2Cl)c(C(=O)O)cc1OC,/,-30.6,-24.8,1.4,0.3,-9.4,-20.0,-0.8,1.5
COc1ccc(/C=N/NC(=O)CSc2n[nH]c(=O)[nH]c2=O)cc1,-4.8,21.3,-0.6,0.8,1.1,5.4,-3.5,12.1,0.9
COC(=O)C1CCN(C(c2cccs2)c2sc3nc(C)nn3c2O)CC1 (stereo not drawn),0.7,/,-4.5,0.5,0.7,-3.7,-15.9,/,-0.3
COc1ccc(-c2nc3n(c(=O)c2C#N)CCS3)cc1,-3.6,23.4,11.1,1.0,1.4,-2.7,-4.2,1.1,-0.2
C=CCc1c(OC)ccc2ccc(=O)oc12,11.7,17.7,-0.6,0.5,-1.7,-14.5,3.1,46.2,-1.1
O=C(CN1CCC(n2nnc3cc(F)ccc32)CC1)Nc1ccccc1N1CCOCC1,-0.4,21.7,1.3,0.8,1.7,-4.8,-7.4,28.8,2.6
CCCOC(=O)C1C2C=CC3(CN(c4ccc(Cl)c(F)c4)C(=O)C13)O2 (stereo not drawn),-0.6,6.8,-12.9,0.5,1.2,0.7,-10.5,-0.5,0.0
CN(C)S(=O)(=O)c1cccc(NC(=O)COC(=O)c2cc3ccccc3oc2=O)c1,/,2.5,-19.1,0.2,0.1,8.6,-5.4,-17.7,3.5
Nc1ccccc1N=c1ssnc1Cl,-0.2,-13.2,-1.7,1.2,2.9,12.6,-9.3,-23.4,1.7
Cc1ccccc1N1C(=O)C2ON(c3ccccc3)C(c3ccco3)C2C1=O (stereo not drawn),/,-3.1,-19.6,-0.8,-0.4,1.9,7.3,-0.2,0.7
COc1ccc(NC(=S)Nc2ccc3nccnc3c2)cc1,-4.0,1.2,8.8,-0.7,-1.4,13.5,-11.2,44.7,-0.4
Cc1cccc(CCNS(=O)(=O)c2ccc3c(c2)oc(=O)n3C)c1,18.4,-5.0,-35.2,0.4,1.7,-24.2,-28.8,6.1,2.1
COc1ccc(CN2CCc3cc(OC)c(OC)cc3C2)cc1O,-4.9,14.5,-11.8,0.5,0.7,2.7,-6.5,41.2,-0.1
S=c1nc[nH]c2c1sc1nc(-c3ccccc3)c3c(c12)CCCC3,-0.2,23.2,10.7,-0.1,0.3,-3.3,-10.0,24.9,0.0
Clc1ccc(-c2ncc3ccccn23)c(Cl)c1,5.1,26.8,9.4,-0.7,1.4,13.6,-14.2,23.9,-2.3
COc1ccccc1NC(=O)c1cc(Cl)nnc1Cl,-0.8,10.8,-10.4,0.5,0.9,-14.9,-0.8,12.9,-0.3
O=C(CC(c1ccccc1)c1cc(Br)ccc1O)NCCN1CCOCC1 (stereo not drawn),-1.2,-8.4,-9.9,-0.8,0.1,-5.5,2.8,6.7,0.7
CN(CCN1CCc2ccccc2C1)Cc1nc(-c2ccc3c(c2)OCO3)no1,5.6,-13.4,-25.5,-0.8,1.0,-20.0,-24.2,10.1,2.2
C=C(C)Cn1c(C)cc(C)c(S(=O)(=O)c2cccc(C)c2)c1=O,3.0,90.0*,0.5,3.2,0.2,1.0,-17.4,69.2,-2.8
Fc1cccc(F)c1-n1c(CN2CCCCC2)csc1=S,2.9,38.8,-7.7,9.0,1.1,1.2,-14.8,25.6,-1.1
CC1(C)CC(=O)C2=C(C1)N(c1ccc(F)cc1)C(=O)C2(NC(=O)c1ccccc1F)C(F)(F)F (stereo not drawn),3.7,22.8,8.2,0.4,-1.9,-5.4,-12.3,-16.4,0.6
COc1ccc(CN2C(=O)c3ccccc3C2C(=O)NCC2CCCO2)c(OC)c1 (stereo not drawn),4.5,2.5,-5.6,0.2,3.2,-12.6,-7.8,44.1,-0.8
COCCNC(=O)C(c1cccnc1)N(Cc1ccc(C)cc1)C(=O)Cn1nnc2ccccc21 (stereo not drawn),-4.7,-24.7,-13.8,-0.7,0.6,3.4,-1.0,-6.8,-0.8
CCOC(=O)/C(=C/C=C1\Sc2cc(C)c(C)cc2N1CC)C(C)=O,9.6,-103.8&-47.5,-3.8,20.8*,1.4,-3.4,3.0,93.6*,31.1*
Nc1ccnc(C(F)(F)F)c1C(=O)c1ccccc1,-3.6,6.7,9.2,0.4,-2.1,-17.5,-3.7,19.3,-0.1
CCCNS(=O)(=O)c1ccc(CCC(=O)N2CCCCC2)cc1,-7.6,0.8,11.9,-0.4,3.4,-6.7,-6.6,18.9,1.3
COC(=O)C1=C(Nc2ccc(C)cc2)C=C(C)C(C(=O)OC)C1c1cccc(OC)c1 (stereo not drawn),24.3*,14.2,-24.6,-0.3,-3.2,-72.3,-11.0,-17.2,-1.2

Screening data from PubChem.
